# Assay outcomes: PubChem BioAssay, National Center for Advancing Translational Sciences (NCATS)
# TGFb inhibitor = qHTS for Inhibitors of TGF-b; HepG2 CAGA-GFP TGF-b/SMAD3 reporter, GFP fluorescence, 18 h; TGF-beta stimulated, 500 pg/mL final; Potency, µM (series often up to 46.1 µM), for inactives: top-dose activity, negative = inhibition, usual class: inhibitors; 410,000 tested, 1.2% active; active means well fitted inhibition curve with a large enough effect; inconclusive means small, poorly fitted or top-dose-only effect; inactive means no such curve, though single readings can be large or run the other way; further: nearly all actives have a fitted effect of over 65% in size
#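 TGF-beta reporter screen: HEPG2 CAGA-GFP, 1% FBS, 500 pg/mL TGF-beta final, 18 h; per-cell GFP summed per well; curves fitted and categorized by class.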
# Numbers without * were called inactive; u = inconclusive; [ ] = another dose, or the depositor's remark. On the % scale 0 is the no-effect control and ±100 the full control effect; potency means the concentration at half of the fitted maximal effect.
TGFb inhibitor	Molecule
125%[activator]	C1=CN2CC=Cc3cc(/C=C/c4ccnc5ccccc45)cc(c32)C1
u	CN(C)c1ccc(/C=C/c2nc3ccccc3s2)cc1Cl
-25%	Cc1cc(/C=C/c2ccccc2)nc2ccccc12
u	NS(=O)(=O)c1ccc(N=Nc2nc3[nH]cnc(=S)c3[nH]2)cc1
3%	COc1ccc(CNC(=O)[C@@H]2CC=C[C@@H]3CCN(Cc4ccc(OC)c(OC)c4)C(=O)[C@@H]32)cc1
u	N=C(N)SCc1cccc2c(=O)cc(-c3ccccc3)oc12
4%	Cc1ccc(C)c(C(=O)C[n+]2cccc(Br)c2)c1
u	CN(C)c1ccc(/C=C/c2sc3ccccc3[n+]2CCCCI)cc1
3%	CSc1ccc(/C=C2\C=Cc3cc([N+](=O)[O-])ccc32)cc1
10%	O=C(Nc1cccc(Nc2ccccc2)c1)c1cnn2c1NC(=C1CC1)C=C2C(F)F
-12%	Cc1cc([N+](C)(C)C)cc(C)c1/C=C/c1ccnc2ccccc12
0%	COc1ccc(C(=O)C[n+]2cc(Br)cc(Br)c2)cc1
5%	CC(C)(C)c1ccc(C(=O)C[n+]2cc(Br)cc(Br)c2)cc1
-3%	CN(C)c1ccc(C=C2c3ccccc3-c3ccccc32)cc1
-6%	O=Nc1ccc(/C=C/c2ccnc3ccccc23)cc1
5%	C=C(NNC(C)=O)c1ccc(O)cc1
2.8µM*	CCN(CC)CCCC(C)Nc1cc(/C=C/c2ccccc2Cl)nc2cc(Cl)ccc12 (stereo unspecified)
-23%	COc1ccc(/C=C/c2ccnc3ccccc23)cc1OC
17%	CC(C)CNc1ncnc2nc[nH]c12
-1%	C1=Cc2ccccc2/C1=C\c1cc2c3c(c1)CCCN3CCC2
6%	O=C(Nc1ccc(Cl)cc1)c1cnn2c1NC(=C1CC1)C=C2C(F)F
2%	C[n+]1ccc(CO)cc1
-10%	O=C(Cc1ccc(OCCc2ccccc2)cc1)NO
-3%	OC(C[n+]1c(Cl)ccc2ccccc21)c1ccccc1 (stereo unspecified)
3.2µM*	CC[n+]1ccnc2ccccc21

# An excerpt from above in order of molecular weight, descending:
TGFb inhibitor	Molecule
10%	O=C(Nc1cccc(Nc2ccccc2)c1)c1cnn2c1NC(=C1CC1)C=C2C(F)F
5%	CC(C)(C)c1ccc(C(=O)C[n+]2cc(Br)cc(Br)c2)cc1
6%	O=C(Nc1ccc(Cl)cc1)c1cnn2c1NC(=C1CC1)C=C2C(F)F
u	CN(C)c1ccc(/C=C/c2nc3ccccc3s2)cc1Cl
-25%	Cc1cc(/C=C/c2ccccc2)nc2ccccc12

# Later entries:
TGFb inhibitor	Molecule
10%	CCNC(=O)c1c(NC(=O)c2nc(SCC)ncc2Cl)sc2c1CCCC2
-8%	CC(C)c1ccc(Cn2cnc3c(cnn3C(C)(C)C)c2=O)cc1
-23%	CN(C)c1ccc(/C=C2/CCCc3c2nc2ccccc2c3C(=O)O)cc1
-7%	CN(C)c1ccc(N=Nc2ccccc2C(=O)O)cc1
3%	Cc1cccc(-n2c(C)nnc2SCC(=O)NC(C)c2ccco2)c1 (stereo unspecified)
0%	C(=Nc1ccc(/C=C/c2ccnc3ccccc23)cc1)c1ccc2c(c1)OCO2
3%	COc1cccc(/C=C/c2nccc3ccccc23)c1OC
16%	Nc1cccc(/C=C/c2ccnc3ccccc23)c1
6.3µM*	COc1ccc(C(=O)CCN(C)C)c2ccccc12
-2%	N=C(N)c1ccc(-c2ccc(-c3ccc(C(=N)N)cc3)o2)cc1
u	C1=Cc2ccccc2/C1=C\c1cc[cH-]c1.[Fe+2].c1cc[cH-]c1
u	CCCCCCCCCC[n+]1cc(Br)cc(Br)c1
-16%	CCCCCCCCCCCCCCCCCCN(CCCCCCCCCCCCCCCCCC)c1ccc(/C=C/c2ccc(C=O)cc2)cc1
5%	COc1ccccc1NC(=O)c1nc(SCc2ccccc2F)ncc1Cl
u	O=[N+]([O-])c1ccc(C=C2c3ccccc3-c3ccccc32)cc1
20%	CC(CCC(C)[n+]1cccc(C#N)c1)[n+]1cccc(C#N)c1 (stereo unspecified)
u	c1ccc2c(c1)sc[n+]2CCC1CCCCC1
u	COc1cc2c(NC3CCN(C)CC3)nc(N3CCCN(C)CC3)nc2cc1OCCCN1CCCCC1
-1%	Cc1ccnc2ccc(Br)cc12
-8%	FC(F)(F)C(F)(F)C(F)(F)c1nc2ccccc2[nH]1
-2%	CN(C)c1ccc(/C=C/c2ccnc3ccccc23)cc1N
16%	CC(=O)Nc1ccc(SC[C@H](Cc2ccccc2)N2CC[C@@H](N)CCC2=O)cc1
19%	CCN(CC)CCCC(C)Nc1ccnc2cc(Cl)ccc12 (stereo unspecified)
u	CC(C)(C)C1CCC(NC(=O)c2cnn3c2NC(=C2CC2)C=C3C(F)F)CC1 (stereo unspecified)
-7%	Cc1ccccc1C(=O)Nc1cccc(-c2nnc(SCC(=O)NCc3ccco3)n2C)c1
u	Cn1c(C(c2cc3ccccc3n2C)c2cc3ccccc3n2C)cc2ccccc21
33%[activator]	COc1cc(N(C)C)c(OC)cc1/C=C1\Cc2ccccc2C1=O
23%	CC(=O)Nc1cc([N+](=O)[O-])cc(NC(C)=O)c1NC(C)=O
-4%	Nc1c(S(=O)(=O)O)cc(Nc2ccc(Nc3nc(Cl)nc(Nc4ccc(S(=O)(=O)O)cc4)n3)c(S(=O)(=O)O)c2)c2c1C(=O)c1ccccc1C2=O
4%	COc1ccccc1N(C)C
u	CC(C)(C)n1ncc2c(=O)n(Cc3cccc(-c4ccccc4)c3)cnc21
7%	CCOc1ccccc1NC(=O)c1nc(SCc2ccccc2F)ncc1Cl
32%[activator]	O=C([C@@H]1CC=C[C@@H]2CCN(C3CC3)C(=O)[C@@H]21)N1CCOCC1
u	CN(C)c1ccc(/C=C/c2ccnc3ccc4ccccc4c23)cc1
u	O=C(OCc1ccccc1)N1CCN(/[N+]([O-])=N/Oc2ccc([N+](=O)[O-])cc2[N+](=O)[O-])CC1
-3%	CC(C)(C)n1ncc2c(=O)n(Cc3cc(F)ccc3Cl)cnc21
9%	C=C1C=C(C(F)F)n2ncc(C(=O)N3CCc4ccccc4C3)c2N1
4%	CC(C)(C)n1ncc2c(=O)n(Cc3ccc(F)c(F)c3F)cnc21
0%	O=C(C[n+]1cccc(Br)c1)c1ccc(O)c(O)c1
4%	O=C(Cc1ccc(OCCCCc2ccccc2)cc1)NO
14%	CN(C)c1ccc(/C=C/c2ccnc3ccc(-c4ccccc4)cc23)cc1
-2%	C(=Nc1cnc2ccccc2c1)c1ccnc2ccccc12
31%[activator]	C=C1NN(Cc2ccccc2)C(=O)N1c1ccc(OCc2ccccc2)cc1
u	CCN(CC)CCN(CC)c1ccc(/C=C/c2ccnc3ccccc23)cc1
1%	C=C1C=C(C(F)(F)F)n2ncc(C(=O)NCc3ccc(F)cc3)c2N1
0%	COc1cc(-c2c(-c3ccc4c(c3)OCO4)noc2-c2ccsc2)cc(OC)c1OC
u	C[n+]1c(/C=C/c2ccc(F)cc2)ccc2ccccc21
-4%	Clc1cccc[n+]1CCCCCC[n+]1ccccc1Cl
-9%	N#Cc1ccc(NC(=O)COc2ccccc2C(=O)Nc2ccccc2)cc1
16%	O=c1[nH]cnc2n[nH]nc12

# Structures listed above shown as hits in TGFb inhibitor:
TGFb inhibitor	Molecule
2.8µM*	CCN(CC)CCCC(C)Nc1cc(/C=C/c2ccccc2Cl)nc2cc(Cl)ccc12 (stereo unspecified)
3.2µM*	CC[n+]1ccnc2ccccc21
6.3µM*	COc1ccc(C(=O)CCN(C)C)c2ccccc12

# The list goes on.
TGFb inhibitor	Molecule
13%	CC(=O)Nc1ccc(/C=C/c2ccnc3ccccc23)cc1[N+](=O)[O-]
-11%	CNCC(=O)c1c[nH]c2ccccc12
-16%	O=[N+]([O-])c1ccc(/C=C/c2ccnc3ccccc23)cc1
-1%	Nc1nc2ncn(COCCO)c2c(=O)[nH]1
-15%	CN(Cc1ccccc1)c1ccc(C=O)cc1
17%	O=C(C[N+]1(CC(O)c2ccccc2)CCCCC1)c1ccccc1 (stereo unspecified)
u	O=C1CCC[C@@H]2C[C@@]3(C[C@@H]4CCN1[C@H]24)Nc1ccccc1NC3=NCc1ccccc1
-1%	O=C(COC(=O)c1ccccc1OCc1cccc(Br)c1)Nc1ccc(Br)cc1
2%	Nc1ccc(/C=C/c2ccnc3ccccc23)c([N+](=O)[O-])c1
-3%	CC(C)(C)n1ncc2c(=O)n(Cc3cccc(C#N)c3)cnc21
11µM*	CCOc1ccc(NC(=O)c2nc(S(=O)(=O)Cc3ccc(F)cc3)ncc2Cl)cc1
-13%	C=C1C=C(C(F)F)n2ncc(C(=O)NC(C)CC)c2N1 (stereo unspecified)
17%	Nc1ccc(/C=C/c2ccnc3ccccc23)cc1[N+](=O)[O-]
u	COc1cc2c(NC3CCN(C)CC3)nc(N3CCN(C)CC3)nc2cc1OCCOCCN(C)C
4µM*	C=C(c1nc2ccccc2s1)C1Cc2cccc3c2N(CCC3)C1 (stereo unspecified)
2.5µM*	CCCCCCCCCC[n+]1ccc(/C=C/c2c(C)[nH]c3ccccc23)c2ccccc21
-6%	CCn1c(SC(C)C(=O)Nc2ccc(C)cc2)nnc1-c1ccccc1 (stereo unspecified)
u	CN(C)C(=O)c1ccc(/C=C/c2ccnc3ccccc23)cc1
-15%	O=C(Cc1ccc(OCCC2CCCCC2)cc1)NO
-7%	O=[N+]([O-])c1ccc(/C=C/c2cc(Cl)nc3ccccc23)cc1
-19%	O=C1C[C@H]2C=CCc3cccc(c32)CN1Cc1cccc(F)c1
-25%	Cc1cccc(-c2nnc(SC(C)C(=O)Nc3ccccc3)n2C)c1 (stereo unspecified)
-10%	Cc1cc(C)c2c(/C=C/c3ccc(N(C)C)cc3)ccnc2c1
-3%	CN(C)c1ccc(/C=C/c2ccnc3ccc([N+](=O)[O-])cc23)cc1
7.1µM*	CCCCCCC[n+]1ccc(/C=C/c2c[nH]c3ccccc23)c2ccccc21

# Structural class, those above containing a furan ring, fused or not
TGFb inhibitor	Molecule
3%	Cc1cccc(-n2c(C)nnc2SCC(=O)NC(C)c2ccco2)c1 (stereo unspecified)
-2%	N=C(N)c1ccc(-c2ccc(-c3ccc(C(=N)N)cc3)o2)cc1
-7%	Cc1ccccc1C(=O)Nc1cccc(-c2nnc(SCC(=O)NCc3ccco3)n2C)c1

# Next records:
TGFb inhibitor	Molecule
u	C=CCN(C)CCCCCCOc1ccc(C(=O)c2ccc(Br)cc2)c(F)c1
-15%	CC(C)(C)n1ncc2c(=O)n(Cc3c(F)cc(Cl)cc3F)cnc21
-12%	CC1(C)Cc2ccccc2-c2c[nH]c(=O)n21
-2%	CN(C)c1ccc(/C=C/c2ccnc3c([N+](=O)[O-])cccc23)cc1
0%	Clc1ccc2c(Cl)cc[n+](CCC3CCCCC3)c2c1
-19%	Cc1cc(=O)[nH]c2cc(N)ccc12
u	O=C(Nc1ccc2ccccc2c1)c1nc(S(=O)(=O)Cc2ccccc2F)ncc1Cl
u	O=C(C[n+]1ccncc1)c1ccc2c(c1)CCCC2
3%	C[N+]1(CC(=O)c2ccc(O)c(O)c2)CCOCC1

# Single entries from the results shown.
# Result for Clc1ccc2c(Cl)cc[n+](CCC3CCCCC3)c2c1 under TGFb inhibitor: 0%
# Result for C[N+]1(CC(=O)c2ccc(O)c(O)c2)CCOCC1 under TGFb inhibitor: 3%
# Result for Cc1cc(=O)[nH]c2cc(N)ccc12 under TGFb inhibitor: -19%
# Result for CN(C)c1ccc(/C=C/c2ccnc3c([N+](=O)[O-])cccc23)cc1 under TGFb inhibitor: -2%

# This is a subset, so the mix of outcomes need not match the whole.
